V-ATPase pH: alters yeast V-ATPase proton transport. response, % at 10 µM. 350,000 tested, 0.37% active. S. cerevisiae, pHLuorin cytosolic pH fluorescence. AID 504577; in the data active = response mostly above about 7.3%, no sharp cut-off; inactive = mostly below about 5.4%; note: actives read high; inactives centre near 0; some compounds called inactive have numbers as strong as hits
DAGLB inhibitor: diacylglycerol lipase beta (human) inhibition; Q8NCG7; HEK293T DAGLB membrane lysate, EnzChek fluorogenic substrate; inhibition, % at 5.17 µM; 340,000 tested, 0.059% active; AID 504411; in the data active = inhibition above about 34%;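 note: 0% = enzyme with vehicle and 100% = wells lacking enzyme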
NSD2 HMT inh: blocks human histone methyltransferase NSD2. NSD2 peptide methylation, AlphaScreen, 120 min. inhibition, % at 12.5 µM. 310,000 tested, 0.54% active. AID 743445. O96028; in the data active = inhibition above about 50%
Arr AP2 block: blocks beta-arrestin peptide binding to AP2 adaptin; FITC-arrestin peptide / GST-AP2 beads, flow cytometry; AP2 beta2 appendage carries R879A mutation; inhibition, % at 10 µM; 340,000 tested, 0.31% active; AID 504490;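 active = inhibition above a set limit, near 3 SD of compounds lacking own fluorescence, cut at about 54% in these data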;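 note: plate controls were DMSO wells for no effect and 5 µM unlabelled arrestin peptide for full effect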
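Assay system: GST-AP2 R879A bound to glutathione beads, E. coli-expressed; Medium: PBS with 0.05% Tween 20 and 0.1% BSA; Also added: fluorescein-tagged arrestin peptide at 50 nM final; Timing: 12 min plus 1 h, RT; Measured by: flow cytometry, FL1 (488/535 nm); Evaluation: percent drop in bead-associated FITC signal.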
Keap1 Nrf2 FP: inhibitors of human Keap1-Nrf2 protein-protein interaction; inhibition, % at 9.4 µM; Keap1 Kelch-Nrf2 peptide fluorescence polarization, 1536-well; 340,000 tested, 0.15% active; in the data active = inhibition above about 12%;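 note: human Keap1 Kelch domain with fluorescein labeled Nrf2 9mer peptide probe; 0% = neutral control wells and 100% = peptide positive control; higher means more block of Keap1 binding to Nrf2 peptide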
DSG3 Ab inh: blocks pemphigus antibody binding to human desmoglein-3. P32926. DSG3-coupled beads, scFv-anti-DSG3-GFP binding, flow cytometry; stronger effect = lower value. binding (percent of control), % at 10 µM. 310,000 tested, 0.48% active;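 active = binding more than 3 SD below its plate's average and above zero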;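 note: hits lower antibody fragment binding to DSG3; some compounds called inactive have numbers as strong as hits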
Target sequence (P32926 whole entry, looked up, the tested form may be a part): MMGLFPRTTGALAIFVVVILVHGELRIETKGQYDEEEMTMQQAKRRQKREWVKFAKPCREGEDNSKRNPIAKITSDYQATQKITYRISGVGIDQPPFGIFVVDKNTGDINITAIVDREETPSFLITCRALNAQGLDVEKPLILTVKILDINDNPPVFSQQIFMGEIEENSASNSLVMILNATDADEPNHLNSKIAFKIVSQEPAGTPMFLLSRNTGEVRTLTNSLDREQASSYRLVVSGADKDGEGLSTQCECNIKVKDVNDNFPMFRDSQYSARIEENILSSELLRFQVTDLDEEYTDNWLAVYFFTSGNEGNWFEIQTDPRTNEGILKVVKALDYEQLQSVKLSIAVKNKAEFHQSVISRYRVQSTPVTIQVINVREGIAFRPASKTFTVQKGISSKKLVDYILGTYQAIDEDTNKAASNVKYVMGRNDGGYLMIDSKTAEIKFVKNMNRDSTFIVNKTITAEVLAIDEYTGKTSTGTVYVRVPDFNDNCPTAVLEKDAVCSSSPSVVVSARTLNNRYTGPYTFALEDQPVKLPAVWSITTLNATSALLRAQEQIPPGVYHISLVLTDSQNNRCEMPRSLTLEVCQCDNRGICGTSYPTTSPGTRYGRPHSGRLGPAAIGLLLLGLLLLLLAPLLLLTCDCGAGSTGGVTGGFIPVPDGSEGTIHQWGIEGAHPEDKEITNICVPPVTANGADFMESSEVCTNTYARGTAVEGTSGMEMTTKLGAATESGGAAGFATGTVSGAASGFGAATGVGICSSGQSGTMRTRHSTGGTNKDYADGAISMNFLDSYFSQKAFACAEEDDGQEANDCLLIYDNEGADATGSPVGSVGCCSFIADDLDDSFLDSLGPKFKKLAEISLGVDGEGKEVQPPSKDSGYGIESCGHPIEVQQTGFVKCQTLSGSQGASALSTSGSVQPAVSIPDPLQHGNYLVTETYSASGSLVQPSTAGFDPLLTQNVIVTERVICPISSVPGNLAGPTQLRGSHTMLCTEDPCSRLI
CAL PDZ FP-1: blocks peptide binding to the human CAL PDZ domain; AID 602252; 300,000 tested, 0.92% active; Q9HD26; inhibition, % at 24.9 µM; purified CAL PDZ, TMR-peptide fluorescence polarization, 1 h;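 active = mean inhibition of at least 30% with at least half of replicates also reaching 30%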;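 note: 0% = DMSO neutral control and 100% = excess unlabeled competitor peptide PRC23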
RTF Ca sens inh: cardiac RTF calcium desensitization; inhibition, % at 7.15 µM; IANBD-labeled cardiac RTF, Ca2+ fluorescence; 340,000 tested, 0.12% active; AID 493244; P19429+P45379;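 active = inhibition above the mean inhibition of all tested compounds plus 3 SD, cut at about 17% in these data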;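 note: assay run at fixed EC70 calcium of 1.6 mM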
LANA DNA inh: KSHV C-LANA DNA binding inhibition | 340,000 tested, 0.078% active | inhibition, % at 9 µM | MBP-C-LANA/FAM-LBS DNA binding, fluorescence polarization;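 active = highest replicate inhibition at or above 60% at 9 µM, even if other replicates fall short; inactive = all replicates below 60% inhibition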;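 note: 0% = neutral control wells and 100% = 4 µM acridine orange control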
CAL PDZ FP-2: human CAL PDZ-peptide interaction inhibition. AID 504414. 330,000 tested, 0.02% active. purified CAL PDZ, TMR-peptide fluorescence polarization, 1 h. inhibition, % at 20 µM;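 active = highest replicate inhibition of at least 40%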;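 note: plate controls were DMSO neutral control wells for no effect and unlabeled competitor peptide control wells for full effect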
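Control set: unlabelled peptide and DMSO controls / Material: purified CerCALP PDZ construct / Timing: 1 h incubation at room temperature before polarization reading / Doses: 20 µM, one dose / Detection: fluorescence polarization (mP)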
* = called active by the depositor; x = not tested or not shown.

| SMILES | LANA DNA inh | Arr AP2 block | DAGLB inhibitor | RTF Ca sens inh | Keap1 Nrf2 FP | CAL PDZ FP-1 | DSG3 Ab inh | CAL PDZ FP-2 | V-ATPase pH | NSD2 HMT inh |
| --- | --- | --- | --- | --- | --- | --- | --- | --- | --- | --- |
| COc1ccc(NC(=O)c2ccc3c(c2)NC(=O)CO3)cc1OC | 2.5 | -16 | 2 | -6 | 2 | 3 | x | 21 | 3 | -3 |
| Cc1ccc(C(C(=O)NCc2ccco2)N(C(=O)Cc2cccs2)c2cccnc2)cc1 (stereo not given) | 0.6 | 5 | 1 | -1 | -2 | -6 | 99 | 0.0 | -3 | 2 |
| COc1ccc(Br)cc1/C=N/NC(=O)CNC(=O)C1COc2ccccc2O1 (stereo not given) | -0.2 | -5 | 4 | 2 | 0 | -6 | 104 | -4.0 | 5 | -3 |
| CCOCCCNC(=O)C(c1ccc(C)cc1)N(Cc1ccc2c(c1)OCO2)C(=O)CNC(C)=O (stereo not given) | -0.3 | 4 | -1 | -4 | -3 | 2 | x | -2.3 | -6 | 1 |
| CCOc1ccc(N2C(=O)CC(N3CCc4ccccc43)C2=O)cc1 (stereo not given) | 0.2 | 4 | 3 | -7 | 0 | -3 | x | -1.1 | 2 | 1 |
| Cc1ccc(COn2c(-c3ccc(Cl)cc3)nc3ccc([N+](=O)[O-])cc32)cc1 | -1.7 | 24 | -2 | -2 | -1 | -2 | 87 | 0.4 | -2 | x |
| Cc1ccc(S(=O)(=O)N2CCCC2)cc1C(=O)NCc1ccccn1 | -0.2 | 16 | 0 | -4 | 2 | -6 | 104 | -1.6 | -1 | 0 |
| Cc1ccc(-c2nc(C#N)c(NCc3cccc4c3OCO4)o2)cc1 | 0.1 | 12 | -2 | -4 | 2 | -4 | 101 | -0.3 | -3 | -2 |
| COc1ccc(-c2csc(NC(C)c3nc4cc(Cl)c(Cl)cc4n3CCOCCO)n2)cc1 (stereo not given) | -4.1 | -1 | -2 | -2 | -3 | -3 | 104 | 2.0 | 0 | x |
| CCCCC(=O)Nc1cccc(NC(=O)C(C)C)c1 | 0.5 | 2 | 0 | -4 | -4 | 2 | x | 0.7 | -1 | -3 |
| CCOC(=O)c1cnc(-c2ccc(C(F)(F)F)cn2)[nH]c1=O | x | -2 | x | x | x | x | 114 | x | 6 | -1 |
| CCOc1ccc(N(C)Cc2cc(=O)oc3ccc(OCC)cc23)cc1 | 0.5 | 13 | -3 | -1 | -3 | -2 | 112 | -0.7 | -2 | 4 |
| CCN(c1ccccc1)C1(O)C(=O)c2ccccc2C1=O | -0.8 | 5 | -3 | -13 | 0 | -1 | 97 | -0.1 | -1 | -1 |
| COc1ccccc1C(=O)Nc1ccc(-c2nnn(CC(=O)N3CCN(C(=O)c4ccco4)CC3)n2)cc1 | -0.6 | -7 | -1 | -6 | -2 | -4 | 86 | -5.0 | -1 | -3 |
| Cc1ccc(C(=O)NCC(=O)N(C)Cc2ccccc2C)s1 | x | x | 1 | x | x | x | 108 | x | 0 | 7 |
| CCOC(=O)C1=C(C)NC(=O)NC1/C=C\c1ccccc1 (stereo not given) | 0.2 | -2 | 0 | -11 | -2 | x | 102 | -0.4 | 0 | 1 |
| COc1cc(NC(=S)NCCC(c2ccccc2)c2ccccc2)c(OC)cc1Cl | 0.1 | 4 | -6 | -13 | 1 | -8 | 112 | 0.5 | 6 | -1 |
| COc1cc(OC)c2c(C)cc(=O)oc2c1C(CCN1CCOCC1)c1ccc2c(c1)OCO2 (stereo not given) | 0.0 | -8 | 0 | 1 | -4 | -3 | 104 | -0.8 | 1 | x |
| CC(OC(=O)C1CCCC1)C(=O)Nc1ccc(S(N)(=O)=O)cc1 (stereo not given) | -1.1 | 8 | -1 | 4 | -3 | -8 | 116 | 0.0 | 1 | -1 |
| COc1ccc(NC(=O)C2CC(c3ccccc3Cl)=NO2)cc1 (stereo not given) | 0.3 | 23 | -1 | -8 | -1 | 4 | 114 | -0.5 | 1 | -2 |
| O=S1(=O)CCN2C(=N1)Sc1c2ccc2c1CCCC2 | 0.4 | 4 | -2 | -9 | 0 | -2 | 90 | -4.5 | 0 | x |
| Cc1nn(-c2ccccc2)c(/N=C/c2ccccc2O)c1-c1ccccc1 | 1.4 | -15 | -3 | -15 | -1 | 14 | 99 | -0.9 | 4 | 35 |
| CCOc1ccc(N2CC(C(=O)Nc3cccc(S(=O)(=O)N4CCOCC4)c3)CC2=O)cc1 (stereo not given) | x | x | 0 | x | x | x | 105 | x | -2 | -1 |
| Cc1ccc(S(=O)(=O)CCC(=O)NNC(=O)CN(C)S(=O)(=O)c2ccc(C)cc2)cc1 | 1.7 | 8 | -2 | -6 | -1 | -3 | 134 | -1.2 | -3 | 46 |
| CCOC(=O)Nc1ccc2ncn(C)c(=O)c2c1 | 1.2 | 4 | -5 | -1 | 0 | x | 100 | -0.5 | 2 | x |
| CCOC(=O)c1c(-c2cccs2)csc1NC(=O)CSc1ncn[nH]1 | -0.8 | -5 | -2 | -6 | -4 | x | 100 | -1.5 | -3 | 2 |
| COc1cc(/C=C2\NC(=S)N(C)C2=O)ccc1O | -4.5 | -9 | 1 | -7 | -7 | -1 | 103 | 0.4 | 0 | -2 |
| O=c1c2nccnc2[nH]c(=S)n1Cc1ccccc1Cl | -0.9 | 38 | 2 | -2 | -2 | 9 | 99 | 0.3 | -5 | 2 |
| O=C(NCC(=O)N1CCN(S(=O)(=O)c2ccccc2F)CC1)c1ccc2c(c1)OCO2 | -0.6 | 14 | 1 | -1 | -2 | 0 | 104 | -1.7 | 2 | 5 |
| CSc1ccc(/C=N/N(C)S(=O)(=O)c2ccc(C)cc2)cc1 | -1.9 | 15 | -6 | 1 | -5 | -1 | 93 | 0.7 | 0 | -2 |

Continued.
| SMILES | LANA DNA inh | Arr AP2 block | DAGLB inhibitor | RTF Ca sens inh | Keap1 Nrf2 FP | CAL PDZ FP-1 | DSG3 Ab inh | CAL PDZ FP-2 | V-ATPase pH | NSD2 HMT inh |
| --- | --- | --- | --- | --- | --- | --- | --- | --- | --- | --- |
| COc1ccc(-c2ccc(SCc3ccccn3)nn2)cc1OC | -3.8 | 22 | 4 | -9 | -1 | -6 | 99 | -6.5 | 1 | 1 |
| O=S(=O)(c1cccc(-c2nnco2)c1)N1CCCC1 | -0.6 | 1 | 1 | -2 | 1 | 2 | 77 | -2.2 | -4 | -1 |
| COc1ccc(C(=O)N/N=C(/C)c2cccc(NC(=O)C(F)(F)F)c2)cc1 | 0.6 | 2 | 0 | 5 | -3 | -4 | 112 | -0.7 | 6 | 0 |
| O=c1n(Cc2ccccc2)nc2n1-c1ccccc1SC2 | -1.0 | 13 | -6 | -2 | 1 | -2 | 104 | -1.5 | 2 | -9 |
| O=C(/C=C/c1ccc2c(c1)OCO2)NCCSCc1ccc(Cl)cc1Cl | 3.0 | -10 | -11 | 4 | -3 | 2 | 99 | -3.2 | 3 | -5 |
| COc1cc(C(=O)NCC2CCCO2)cc(OC)c1OC (stereo not given) | 0.6 | 30 | 4 | -6 | -5 | x | 103 | -1.0 | 1 | -1 |
| CC(C)(C)OC(=O)C[C@H]1C/C=C\C[C@H](CC(=O)N(CCO)Cc2ccccc2)C(=O)N[C@@H](Cc2ccccc2)COC1=O | -1.5 | -1 | 0 | -2 | -3 | -2 | 103 | -2.2 | 1 | x |
| O=C(NC1CCCCCC1)c1ccc(Cl)c(S(=O)(=O)N2CCOCC2)c1 | 0.0 | 2 | -2 | -3 | -6 | 4 | x | -1.3 | 1 | 1 |
| CCOc1ccc(C(=O)NCCN2CCCCC2)c(OCC)c1 | -4.3 | -5 | -2 | -4 | -6 | -1 | 95 | -1.2 | 0 | 1 |
| C=CCOc1cccc(C2/C(=C(/O)c3ccc(F)cc3)C(=O)C(=O)N2CCN2CCOCC2)c1 (stereo not given) | 1.9 | 9 | -1 | -16 | -4 | -1 | 95 | -2.8 | 1 | -3 |
| CN(C)Cc1ccc(CNC(=O)COc2ccc3ccccc3c2)cc1 | 0.3 | 4 | 0 | -4 | 2 | 8 | x | -1.7 | 3 | 25 |
| CCC(O)c1nc2ccccc2n1CCc1ccccc1 (stereo not given) | 1.2 | 5 | -3 | 3 | -1 | 1 | 114 | -1.1 | 1 | -5 |
| Cc1noc(NS(=O)(=O)c2ccc(NC(=O)CSc3ncccn3)cc2)c1C | 0.2 | 4 | -1 | -4 | -6 | x | 104 | -0.1 | 0 | x |
| Cc1nc2ccc(C(=O)N/N=C/c3ccc(O)cc3)cc2[nH]1 | -0.2 | 4 | 1 | 5 | 1 | -1 | 112 | -2.9 | -3 | 3 |
| O=C(O)c1cc(S(=O)(=O)Nc2ccc(N3CCCCC3)cc2)ccc1Cl | 1.6 | -10 | 5 | -10 | 1 | -3 | 103 | -2.3 | 0 | 5 |
| CCc1nnc(NC(=O)CSc2nnc3nc(C)cc(C)n23)s1 | -1.6 | 3 | 0 | 2 | -6 | 0 | 117 | -1.1 | -1 | 2 |
| Cc1ccc(C(=O)N/C(=C/c2ccco2)C(=O)OCN2C(=O)c3ccccc3C2=O)cc1 | 1.1 | 6 | -5 | 6 | -5 | -3 | 100 | -1.9 | -1 | -1 |
| Cc1ccc(S(=O)(=O)CC(=O)N2CCCC2)cc1 | 0.7 | 0 | -6 | -7 | -6 | 6 | x | 0.4 | 3 | -1 |
| CC(C)NC(=O)C1=NN(c2ccccc2)C(=O)CC1 | -2.8 | -9 | 0 | -8 | 0 | -3 | 105 | 1.0 | 1 | -1 |
| O=C(CN(C(=O)c1csnn1)c1ccc(F)c(Cl)c1)NCc1ccc2c(c1)OCO2 | 0.1 | 4 | 3 | -4 | -8 | -3 | 121 | -1.5 | -1 | 27 |
| CCOc1ccccc1C(=O)NC1CCNCC1 | -2.2 | -8 | -4 | -6 | 3 | -6 | 113 | -0.3 | 2 | -5 |
| O=C(CCCOc1ccccc1)Nc1ccc(Cl)c(S(=O)(=O)N2CCOCC2)c1 | 2.3 | 0 | -4 | 4 | 3 | -6 | 119 | -1.2 | -1 | -4 |
| Cc1nc(SCC(=O)Nc2ccc3[nH]c(=O)[nH]c3c2)nc(C)c1C | 1.9 | 32 | -1 | -1 | 0 | x | 96 | -1.7 | 1 | -1 |
| COc1cc(/C=C2\SC(=S)N(NC(=O)c3ccccc3OC)C2=O)ccc1O | 0.6 | -2 | 4 | -16 | -4 | -2 | 99 | -5.4 | 0 | 8 |
| CCN1CCN(C(c2cccs2)C(C)NC(=O)c2cccnc2)CC1 (stereo not given) | -1.0 | 2 | 1 | -1 | 3 | 0 | 96 | -0.9 | -1 | 4 |
| CC(=O)Nc1ccc(N2C(=O)c3cccc(NC(C)=O)c3C2=O)cc1 | -0.7 | 7 | 1 | -5 | -5 | 1 | 94 | -2.2 | 0 | 0 |
| Cc1sc2nc(SCC(N)=O)n(-c3ccccc3)c(=O)c2c1C | -0.5 | 0 | -3 | 3 | -5 | x | 98 | -2.0 | 2 | 1 |
| O=C(CC(=O)NCc1ccccc1)NCc1ccccc1 | -0.3 | 14 | -2 | -8 | -4 | -3 | x | -2.3 | 0 | -2 |

Screening results as filed in PubChem BioAssay.

Only part of the results is shown (hit frequency here may not be typical).
